HCV core dimer: blocks dimerization of HCV core protein; TR-FRET GST/Flag-core106 dimerization, 1536-well; inhibition, % at 5 µM; 300,000 compounds, 0.33% hits; AID 1899;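 active means inhibition above the mean of all tested compounds plus 3 SD, set per screening campaign, cut at about 45% in these data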
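Test system: GST/Flag-tagged HCV core106 proteins; Medium: KF-containing HEPES buffer, pH 7.45, DTT, CHAPS, BSA; Times: compound-protein-antibody incubation 4 h at 22.5 °C; Detection: TR-FRET 671 and 617 nm emission; Benchmarks: wells lacking GST-core106 and wells with excess unlabelled core106.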
PP5 inh: inhibitors of human protein phosphatase 5 (PP5) | P53041 | inhibition, % at 6.7 µM | purified PP5c, OMFP substrate fluorescence | 320,000 compounds, 0.18% hits;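 active means inhibition above the campaign's mean inhibition across all tested compounds plus 3 SD, cut at about 9.5% in these data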;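 further: 0% = DMSO only and 100% = 100 µM cantharidin control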
Efflux pump mplx: inhibitors of Candida antifungal efflux pumps expressed in yeast; S. cerevisiae Candida pump triplex, Nile Red efflux; inhibition, % at 10 µM; 330,000 compounds, 0.44% hits;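 active means plate passing quality check with inhibition over a set limit, or well fluorescence over plate mean plus 4 SD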;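 further: Nile Red retained in pooled yeast measured as flow cytometry median fluorescence; 0% = buffer negative control and 100% = Enniatin B positive control; higher means more Nile Red kept so more efflux inhibition; some compounds called inactive have numbers as strong as hits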
EBNA-1 inhibitor: blocks EBNA-1 binding to DNA; AID 1950; inhibition, % at 14.8 µM; 300,000 compounds, 0.34% hits; EBNA-1 DNA binding, fluorescence polarization; in the data active means inhibition above about 28%
ZTA DNA inh: blocks Epstein-Barr virus ZTA, an EBNA-1 counter-screen. ZTA-DNA binding, fluorescence polarization. inhibition, % at 11 µM. 320,000 compounds, 0.15% hits; in the data active means inhibition above about 33%
Target sequence (P03206 whole entry, looked up): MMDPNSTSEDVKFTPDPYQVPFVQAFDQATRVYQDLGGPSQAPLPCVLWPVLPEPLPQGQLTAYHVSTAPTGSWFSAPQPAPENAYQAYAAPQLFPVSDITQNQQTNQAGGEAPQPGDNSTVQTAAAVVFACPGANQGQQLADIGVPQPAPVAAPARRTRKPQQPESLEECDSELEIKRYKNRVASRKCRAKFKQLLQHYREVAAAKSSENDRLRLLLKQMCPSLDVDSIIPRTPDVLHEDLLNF
PREPL inhibitor: inhibitors of human prolyl oligopeptidase-like enzyme PREPL; Q4J6C6; recombinant PREPL, fluorescence polarization activity-based probe; inhibition, % at 5.96 µM; 320,000 compounds, 0.68% hits; AID 2751; in the data active means inhibition above about 43%;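 further: 0% = enzyme with DMSO and 100% = wells lacking enzyme; many of its hits are not listed in these tables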
Target sequence (Q4J6C6 whole entry, looked up): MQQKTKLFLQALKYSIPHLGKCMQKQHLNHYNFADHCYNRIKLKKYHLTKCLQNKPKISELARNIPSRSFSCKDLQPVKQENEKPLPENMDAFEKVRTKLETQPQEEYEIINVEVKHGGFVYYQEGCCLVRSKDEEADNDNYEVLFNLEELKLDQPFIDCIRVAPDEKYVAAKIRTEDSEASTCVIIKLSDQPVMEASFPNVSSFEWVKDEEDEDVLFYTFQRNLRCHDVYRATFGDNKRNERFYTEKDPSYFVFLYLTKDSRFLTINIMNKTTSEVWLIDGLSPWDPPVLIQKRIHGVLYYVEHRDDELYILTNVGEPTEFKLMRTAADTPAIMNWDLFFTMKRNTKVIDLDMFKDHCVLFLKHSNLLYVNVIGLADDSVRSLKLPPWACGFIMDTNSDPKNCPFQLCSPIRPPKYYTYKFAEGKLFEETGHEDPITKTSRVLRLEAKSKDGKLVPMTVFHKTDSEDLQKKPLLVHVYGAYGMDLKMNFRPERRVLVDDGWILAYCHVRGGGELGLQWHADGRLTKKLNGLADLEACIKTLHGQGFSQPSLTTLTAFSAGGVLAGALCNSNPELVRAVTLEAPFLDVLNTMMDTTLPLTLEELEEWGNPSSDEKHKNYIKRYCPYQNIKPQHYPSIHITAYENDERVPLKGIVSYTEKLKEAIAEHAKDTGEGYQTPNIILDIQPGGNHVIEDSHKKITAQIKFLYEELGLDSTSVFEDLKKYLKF
CTSL1 counter: blocks F. hepatica cathepsin L1 in PFM18AAP counter-screen; recombinant F. hepatica cathepsin L1, Z-Leu-Arg-MCA fluorescence; inhibition, % at 5.96 µM; 300,000 compounds, 0.49% hits;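 active means inhibition above the mean of all tested compounds plus 3 SD, set per screening campaign, cut at about 17% in these data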;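 further: 0% = plate median of test compound wells and 100% = 1 µM Z-Phe-Ala-diazomethylketone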
TPT1 inhibitor: C. albicans TPT1 enzyme inhibition. recombinant caTPT1, FP RNA substrate dephosphorylation. inhibition, % at 5 µM. 300,000 compounds, 0.81% hits. AID 1962;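 active means inhibition above the mean of all tested compounds plus 3 SD, set per screening campaign, cut at about 24% in these data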;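 further: plate controls were DMSO alone for no effect and ferristatin control at 100 nM for full effect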
PP1 counter: PP1-alpha (human) inhibition in PP5 counter-screen | inhibition, % at 6.7 µM | 320,000 compounds, 0.9% hits | purified PP1alpha, OMFP fluorescence | P62136;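 active means inhibition above the mean inhibition of all tested compounds plus 3 SD, computed separately for each screening campaign, cut at about 15% in these data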
Numbers without * were called inactive; / = no result given.

Every second line gives: Efflux pump mplx	ZTA DNA inh	EBNA-1 inhibitor	HCV core dimer	PP1 counter	TPT1 inhibitor	PREPL inhibitor	PP5 inh	CTSL1 counter
> COc1cc(C(=S)N2CCOCC2)ccc1OC(=O)c1ccc([N+](=O)[O-])cc1[N+](=O)[O-]
 : 0.1	-3	-10	1	0	-1	8	2.8	-3
> Cn1c(=O)cc(OCCCC(=O)NC2CCCC2)c2ccccc21
 : -0.1	10	-5	0	-2	-1	-2	-0.9	-2
> CC(CCc1ccccc1)NC(=O)c1ccco1 (centres undefined)
 : -0.1	-7	3	-4	-1	-2	-4	1.8	0
> COCCNC(=S)N1CCc2cc(OC)c(OC)cc2C1c1cccs1 (centres undefined)
 : 0.0	12	5	-3	4	1	-5	1.0	3
> Cc1noc(C(=O)Nc2ccc(Cl)cc2)c1Cl
 : -0.1	-1	12	-2	-3	-1	4	-3.5	-1
> Cc1cc(=O)n2ccsc2n1
 : 0.6	-8	-6	-9	-1	-2	2	0.6	-3
> O=C(CCn1c(=O)oc2ccc(Cl)cc21)N1CCN(c2ccccc2)CC1
 : 0.0	0	10	0	2	-2	-14	0.9	1
> COc1ccc(S(=O)(=O)N2CCOCC2)cc1NC(=O)COC(=O)c1oc2ccccc2c1C
 : 0.1	-6	/	/	0	/	19	4.8	/
> OCCCNCc1ccc(Cl)cc1Cl
 : 0.2	-5	16	2	2	0	-4	5.9	-5
> CN(C)c1ccc(N=Cc2nc(-c3ccccc3)oc2OC(=O)c2cccc(Br)c2)cc1
 : 0.5	-14	-8	-11	-1	15	15	0.6	24*
> Cn1nnc(NC(=S)NC(=O)c2ccco2)n1
 : 0.0	8	1	-4	-3	1	3	2.9	3
> Cc1ccc(NC(=O)NC2CC(=O)N(c3ccc4c(c3)OCCO4)C2)cc1F (centres undefined)
 : 0.2	-16	5	-4	-4	3	-22	3.8	1
> CCCCC1=CC2=C(c3ccco3)C(=O)C(C)(OC(=O)c3ccc(OC)cc3)C(=O)C2=CN1CCCCO (centres undefined)
 : -0.1	-13	1	32	-1	-18	11	0.7	1
> Cc1c(C(=O)Nc2ccc(F)c(F)c2)oc2ccc(S(=O)(=O)N3CCCCC3)cc12
 : 0.1	4	3	3	-3	1	7	4.2	0
> N/C(=N\S(=O)(=O)c1ccc(Cl)s1)c1ccccc1
 : 0.2	6	-18	0	1	1	1	1.5	-4
> CCCCNS(=O)(=O)c1ccc2nc(SCC(=O)Nc3cc(C)cc(C)c3)[nH]c2c1
 : -0.1	-12	6	2	5	-2	-24	6.8	1
> Cc1ccc(C(=O)NCc2nnc(SCC(=O)NC(C)c3ccccc3)n2C)cc1 (centres undefined)
 : -0.1	1	3	-3	-2	-5	23	-1.0	8
> Nc1ccc(C(=O)Oc2ccc([N+](=O)[O-])cc2)c(O)c1
 : 0.0	-1	4	7	-1	0	11	1.4	2
> Cc1[nH]nc2c1C(c1cccnc1)N(c1ccc(Br)cc1)C2=O (centres undefined)
 : -0.2	17	12	2	0	5	-3	-0.8	-2
> Fc1ccc2nc3[nH]c4ccccc4c3nc2c1
 : 0.1	6	-14	3	2	1	-16	-1.6	3
> O=C1C2C3C=CC(C3)C2C(=O)N1CCCCN1C(=O)C2C3C=CC(C3)C2C1=O (centres undefined)
 : 0.1	7	2	2	-10	6	13	0.2	-8
> Fc1ccc(-c2nc(-c3cnccn3)no2)c(Cl)c1
 : 0.0	9	8	1	-4	-3	6	-2.4	8
> COc1ccc(/C=C2\SC(=S)N(CC(=O)N3CCN(C)CC3)C2=O)cc1
 : 0.1	3	4	-3	0	2	6	-0.3	1
> CC(=O)c1cccc(NC(=O)c2ccc3c(c2)OCO3)c1
 : -0.1	-13	-8	0	0	-4	-2	1.7	3
> O=C(Cc1ccccc1)Nc1nc(-c2ccc(F)c(F)c2)cs1
 : -0.1	5	4	6	2	-1	-44	-0.3	2
> O=C(/C=C/c1ccccc1)N1CCOCC1
 : 0.2	9	2	1	-3	0	0	-0.8	2
> COc1ccc(C(CNC(=O)c2cccc(NS(=O)(=O)c3ccc(C)c(F)c3)c2)N2CCOCC2)cc1 (centres undefined)
 : -0.1	-20	-1	-1	0	-1	1	6.9	-4
> CS(=O)(=O)N(CC(=O)N1CCN(c2ccc(F)cc2)CC1)c1cccc(Cl)c1
 : -0.1	-6	2	2	-1	-3	6	2.6	1
> O=C1NC(Cc2ccccc2)c2nc3ccccc3c(=O)n2-c2cc(Cl)ccc21 (centres undefined)
 : 0.0	-5	/	/	-1	/	14	-1.9	/
> COc1cccc(-c2nc(NC(C)C)c3ccccc3n2)c1O
 : -0.2	-3	9	-1	0	1	21	3.8	3
> Cc1c(C(C)NC(=O)Nc2ccc(F)cc2F)cnn1C (centres undefined)
 : 0.1	1	4	-3	-1	1	4	-1.9	2
> CCOC(=O)Cc1csc(N/N=C/c2ccccc2)n1
 : 0.1	3	-6	-2	-1	-1	5	1.8	2
> COCCNC(=O)COC(=O)/C=C/c1c(C)nn(Cc2ccc(Cl)cc2Cl)c1Cl
 : -0.1	10	4	0	2	-2	35	0.6	-2
> CC(C)NC(=O)CSc1nc(N)c(NC(=O)c2ccccc2F)c(=O)[nH]1
 : 0.3	4	1	-9	-1	0	0	2.2	1
> O=C(C[n+]1cccc(Br)c1)c1ccccc1
 : 0.0	5	8	4	-1	1	5	-0.3	-5
> CCOC(=O)Cc1csc(NC(=O)c2ccc(Br)cc2)n1
 : 0.0	-6	2	-2	-1	0	-5	1.7	0
> CC(=O)N=C(N)Sc1nc2ccccc2[nH]1
 : 0.3	0	-12	-3	2	1	-4	3.7	-2
> O=C(/C=C/c1ccc(Cl)cc1Cl)NCc1ccncc1
 : 0.1	-1	-1	-4	-1	3	-8	-0.3	-2
> O=C(/C=C/c1ccccc1)NC(=S)Nc1cccnc1
 : 0.0	-18	-6	-13	13	0	1	1.4	-2
> COc1cccc(C(=O)CN2CCN(S(=O)(=O)c3cccc([N+](=O)[O-])c3)CC2)c1
 : -0.1	-16	-7	6	0	-1	4	3.3	-1
> CCC1CCc2c(c3ccccc3[nH]c2=O)O1 (centres undefined)
 : 0.1	-4	-8	-4	4	-2	-6	2.6	-5
> N#CCC(=O)NNC(=S)NC(=O)C(c1ccccc1)c1ccccc1
 : -0.2	3	-4	0	-2	-3	0	-1.5	-2
> Cc1cc(C)n(CCC(=O)Nc2ccc3c(c2)OCCO3)n1
 : 0.3	4	-13	-8	-3	0	15	-0.7	-3
> CC(=O)NC(CC(=O)OCC(=O)N1CCN(S(=O)(=O)c2ccc(Cl)cc2)CC1)c1ccccc1 (centres undefined)
 : -0.1	8	3	3	-4	-3	6	-1.0	6
> CC(C)(Oc1ccc(Cl)cc1)C(=O)NCC(c1cccs1)N1CCOCC1 (centres undefined)
 : 0.0	-12	-5	-4	-6	-1	4	2.8	0
> O=C(COC(=O)C1CCCCC1)Nc1ccc(N2CCCCC2)cc1
 : 0.1	-5	1	1	0	-4	23	-0.3	14
> O=C(NCCCc1ccccn1)C1CCC(=O)N(Cc2cccc(F)c2)C1 (centres undefined)
 : 0.0	2	-4	-2	1	-5	-1	2.1	-3
> COc1cc(NC(=S)Nc2ncccc2C)cc(OC)c1OC
 : 0.0	0	0	6	3	2	0	1.6	-2
> Cc1ccccc1C(=O)NC(=S)Nc1ccccc1[N+](=O)[O-]
 : 0.0	11	-2	2	-2	-1	-1	2.5	-2
> Cc1ccc(C(=O)NC2CCCC2)cc1S(=O)(=O)N1CCCCC1
 : 0.0	14	-3	1	11	0	6	0.4	0
> CC(C)N(Cc1ccccc1)C(=O)COC(=O)CCC(=O)c1ccc(F)cc1
 : 0.0	9	/	/	-1	/	11	-2.0	/
> CN(C)/C=N/c1ncc(C(=O)c2ccccc2)s1
 : 0.1	-8	-1	8	-6	0	-14	1.3	2
> O=C(COc1ccc2c(C(F)(F)F)cc(=O)oc2c1)Nc1ccc2c(c1)OCCO2
 : -0.1	-7	6	2	0	-1	2	-1.9	2
> FC(F)(F)c1ccccc1/C=N/n1c(C2CCCCC2)n[nH]c1=S
 : -0.1	7	0	9	3	-1	-3	1.7	3
> Cc1cccc(C)c1NC(=O)COC(=O)c1cc(-c2cccnc2)nc2ccccc12
 : 0.0	2	-3	8	0	6	-19	3.1	-6
> CC(=O)Nc1cccc(NC(=O)C2CC(=O)N(C3CCCCC3)C2)c1 (centres undefined)
 : 0.0	-9	0	4	-5	2	9	2.0	2
> Cc1cc(C)c(C(=O)/C=C/c2cccc3ccccc23)c(=O)[nH]1
 : -0.1	-1	-3	10	6	3	-1	-1.4	-2
> COc1cc2[nH]c3c(OC)ncnc3c2cc1OC
 : -0.2	-8	7	-7	2	-2	22	0.1	0
> COc1ccc(C(=O)Nc2cc(OC)c(NC(=O)c3ccco3)cc2OC)cc1
 : 0.0	11	-1	9	1	-2	12	3.1	4
> NC(=S)N1OC[C@@H]2COc3ccc4ccccc4c3[C@@H]21
 : -0.2	-14	-6	-12	7	-3	-3	1.3	-6
> O=C(CCN1Cc2ccccc2C1)c1ccc2c(c1)OCCO2
 : -0.1	0	-2	7	-1	2	-90	0.3	4
> CCc1ccccc1NC(=O)Nc1ccc(F)cc1
 : 0.1	5	-2	4	0	0	-10	3.7	3
> C#CCOCCOCCOCCNc1nc(N2CCN(C(=O)[C@H]([C@@H](C)CC)n3cc([C@@H](N)CO)nn3)CC2)nc(N2CCN(C(=O)[C@H](Cc3ccc(O)cc3)n3cc([C@@H](N)C(C)CC)nn3)CC2)n1 (some centres undefined)
 : /	12	-8	2	3	-1	19	1.6	1

Molecules shown so far with four or more nitrogen atoms (11):
Every second line gives: Efflux pump mplx	ZTA DNA inh	EBNA-1 inhibitor	HCV core dimer	PP1 counter	TPT1 inhibitor	PREPL inhibitor	PP5 inh	CTSL1 counter
> Cn1nnc(NC(=S)NC(=O)c2ccco2)n1
 : 0.0	8	1	-4	-3	1	3	2.9	3
> CCCCNS(=O)(=O)c1ccc2nc(SCC(=O)Nc3cc(C)cc(C)c3)[nH]c2c1
 : -0.1	-12	6	2	5	-2	-24	6.8	1
> Cc1ccc(C(=O)NCc2nnc(SCC(=O)NC(C)c3ccccc3)n2C)cc1 (centres undefined)
 : -0.1	1	3	-3	-2	-5	23	-1.0	8
> Cc1[nH]nc2c1C(c1cccnc1)N(c1ccc(Br)cc1)C2=O (centres undefined)
 : -0.2	17	12	2	0	5	-3	-0.8	-2
> Fc1ccc(-c2nc(-c3cnccn3)no2)c(Cl)c1
 : 0.0	9	8	1	-4	-3	6	-2.4	8
> Cc1c(C(C)NC(=O)Nc2ccc(F)cc2F)cnn1C (centres undefined)
 : 0.1	1	4	-3	-1	1	4	-1.9	2
> CC(C)NC(=O)CSc1nc(N)c(NC(=O)c2ccccc2F)c(=O)[nH]1
 : 0.3	4	1	-9	-1	0	0	2.2	1
> CC(=O)N=C(N)Sc1nc2ccccc2[nH]1
 : 0.3	0	-12	-3	2	1	-4	3.7	-2
> N#CCC(=O)NNC(=S)NC(=O)C(c1ccccc1)c1ccccc1
 : -0.2	3	-4	0	-2	-3	0	-1.5	-2
> FC(F)(F)c1ccccc1/C=N/n1c(C2CCCCC2)n[nH]c1=S
 : -0.1	7	0	9	3	-1	-3	1.7	3
> C#CCOCCOCCOCCNc1nc(N2CCN(C(=O)[C@H]([C@@H](C)CC)n3cc([C@@H](N)CO)nn3)CC2)nc(N2CCN(C(=O)[C@H](Cc3ccc(O)cc3)n3cc([C@@H](N)C(C)CC)nn3)CC2)n1 (some centres undefined)
 : /	12	-8	2	3	-1	19	1.6	1

Bioassay records (PubChem)

A portion of the library; the hit share may differ from the screen's.
